Bioassay records deposited in PubChem BioAssay by National Center for Advancing Translational Sciences (NCATS).
Tb PYK inh: inhibitors of Trypanosoma brucei pyruvate kinase; Potency, µM (doses to about 76.8 µM), for the others: at the top dose activity, negative = inhibition, hits mostly inhibitors; Q57TT1; AID 624173; TbPYK enzyme, Kinase-Glo Plus ATP luminescence, 45 min; 410,000 compounds, 0.12% hits; also: potency is read from the fitted curve at half-maximal effect; nearly all actives have a fitted effect of over 50% in size
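Assay buffer: 50 mM TEA pH 7.2, 100 mM KCl, 10 mM MgCl2, 0.05% BSA, 0.01% Tween-20. Pyruvate kinase from T. brucei plus substrate met compound, then ADP (130 uM final). Luminescence was read post 45 min RT.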
HCMV antiviral: blocks human cytomegalovirus replication; HFF cells, HCMV-luciferase reporter, 72 h; active compounds read low; activity change, negative = inhibition, % at 57.5 µM; 410,000 compounds, 4.5% hits; AID 1259415; in the data active = activity change below about -60%; inconclusive = no clear call, values can overlap the other calls; inactive = above about -39%
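Two-dose cell screen: HFF monolayers treated with compounds and infected with luciferase-expressing HCMV at 1 PFU/cell, 72 h at 37C, then lysed for luciferase measurement.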
AMA1-RON2 inh: inhibitors of Plasmodium falciparum AMA1-RON2 interaction; AlphaScreen AMA1-biotinylated RON2 peptide binding; Potency, µM (doses to about 58.2 µM), for the others: at the highest dose activity change, negative = inhibition, usual class: inhibitors; AID 720542; 360,000 compounds, 0.2% hits;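 also: potency is read from the fitted curve at half-maximal effect; 0% = vehicle wells and -100% = peptide control; nearly all actives have a fitted effect of over 45% in size; some results filed as inactive show a strong effect at the top dose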
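AMA1 (3D7) with his tag at 25 nM final met compounds first, then biotinylated RON2 peptide at 25 nM; detection used donor plus acceptor beads, 10 µg/mL apiece, read by AlphaScreen after 30 min at room temperature.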
LmPK inhibitor: inhibitors of Leishmania mexicana pyruvate kinase; 290,000 compounds, 0.37% hits; Potency, µM (top dose mostly 57.5 µM), inactives show top-dose activity change, negative = inhibition, most hits filed as inhibitors; AID 1721; purified LmPK, Kinase-Glo ATP luminescence, 1 h; Q27686; also: potency is read from the fitted curve at half-maximal effect
Target sequence (Q27686 whole entry, looked up): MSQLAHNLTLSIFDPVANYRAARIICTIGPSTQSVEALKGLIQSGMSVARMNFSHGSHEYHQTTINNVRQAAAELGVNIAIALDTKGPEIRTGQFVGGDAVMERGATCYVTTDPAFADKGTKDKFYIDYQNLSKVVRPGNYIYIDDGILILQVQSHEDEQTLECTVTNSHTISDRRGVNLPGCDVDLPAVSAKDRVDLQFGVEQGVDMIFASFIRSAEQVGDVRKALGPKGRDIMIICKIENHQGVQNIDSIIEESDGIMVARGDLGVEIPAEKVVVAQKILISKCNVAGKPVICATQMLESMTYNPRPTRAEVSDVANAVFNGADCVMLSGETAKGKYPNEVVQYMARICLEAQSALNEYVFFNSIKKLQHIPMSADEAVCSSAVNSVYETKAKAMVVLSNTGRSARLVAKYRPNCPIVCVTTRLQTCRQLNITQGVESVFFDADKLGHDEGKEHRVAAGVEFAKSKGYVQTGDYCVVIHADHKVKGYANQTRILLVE
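qHTS format; LmPK 0.1 nM; substrates PEP 0.5 mM and ADP 0.1 mM. One-hour room-temperature incubation, then coupled luciferase luminescence; 0.5 nM enzyme wells mark activation.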
AmpC inh detg: inhibitors of E. coli AmpC beta-lactamase with detergent; P00811; 370,000 compounds, 0.041% hits; Potency, µM (top dose mostly 114 µM), without a hit: top-dose activity change, negative = inhibition, hits mostly inhibitors; AID 485294; AmpC hydrolysis of nitrocefin, absorbance 480 nm, 0.01% Triton;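 also: potency is read from the fitted curve at half-maximal effect; 0% = no-compound wells and -100% = no-enzyme wells; nearly all actives have a fitted effect of over 25% in size; some results filed as inactive show a strong effect at the top dose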
Target sequence (P00811 whole entry, looked up): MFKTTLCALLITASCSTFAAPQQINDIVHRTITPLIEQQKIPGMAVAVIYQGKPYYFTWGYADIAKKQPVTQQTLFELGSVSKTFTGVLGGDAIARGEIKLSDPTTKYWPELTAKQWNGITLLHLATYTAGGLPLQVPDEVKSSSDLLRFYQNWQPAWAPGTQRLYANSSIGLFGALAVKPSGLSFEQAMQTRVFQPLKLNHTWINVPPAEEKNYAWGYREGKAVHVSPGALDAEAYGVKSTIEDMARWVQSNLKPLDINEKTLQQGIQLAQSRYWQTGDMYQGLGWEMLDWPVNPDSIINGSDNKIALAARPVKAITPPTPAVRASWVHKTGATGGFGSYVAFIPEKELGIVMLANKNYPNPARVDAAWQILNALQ
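20 mM phosphate pH 7.0 + 0.01% (detergent screen) or 0.0001% Triton X-100; 5.3 nM AmpC reagent; cpd preinc 15 min RT; nitrocefin (800 uM stock) to start; A480 q20 s × 4 min; Activity was normalised to no-enzyme and no-compound control wells.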
AmpC no deterg: inhibitors of E. coli AmpC beta-lactamase without detergent. P00811. 330,000 compounds, 0.52% hits. AmpC nitrocefin hydrolysis, absorbance 480 nm, 0.0001% Triton. Potency, µM (titrated, usually from 57.1 µM), for the others: at the top dose activity change, negative = inhibition, actives largely listed as inhibitors. AID 485341;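 also: potency is read from the fitted curve at half-maximal effect; plate controls were no compound for no effect and no enzyme for full effect; nearly all actives have a fitted effect of over 20% in size; some results filed as inactive show a strong effect at the top dose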
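AmpC (5.3 nM in the dispensed reagent) in 20 mM phosphate pH 7.0 with 0.01% (detergent screen) or 0.0001% Triton X-100 was preincubated with compounds for 15 min at room temperature. Nitrocefin was then added from an 800 uM solution, and hydrolysis was followed at 480 nm.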
HCV inhibitor: blocks hepatitis C virus | Huh7.5.1 HCVcc-Cre infection, luciferase reporter, 44 h | 340,000 compounds, 3.4% hits | Potency, µM (highest dose often 41.8 µM), for the others: at the top dose activity change, negative = inhibition, hits mostly inhibitors; also: potency is read from the fitted curve at half-maximal effect
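Antiviral activity was scored by luciferase reporter output from cells infected with HCVcc-Cre (~0.5 moi) in presence of compound, 44 h infection period, cells seeded 1,000/well 4 h prior.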
Starred values were filed as active, the others as inactive; & = joins results of further samples; [ ] = remark or other dose. Unless noted, calls follow the shape of the dose curve; as a rule, active = well fitted curve in the direction sought with a large enough effect; inconclusive = small, poorly fitted or top-dose-only effect, or another doubt; inactive = no such curve, though single readings can be large; an effect the other way counts as inactive or inconclusive. Unless noted, % is scaled to controls: 0 for no effect and ±100 for the full control effect. Not a hit list; 7.5% or so of the library scored in one or more.

What do the screens show for `Cc1ccc(-c2n[nH]c(=O)c3ccccc23)cc1S(=O)(=O)NCC1CCCO1` (configuration not stated)?
Tb PYK inh: 1%; HCMV antiviral: -5; AMA1-RON2 inh: -3%; LmPK inhibitor: 1%; AmpC inh detg: -3%; AmpC no deterg: -18%; HCV inhibitor: -17%

Results for OC1(C2(O)CC(c3ccccc3)ON2)CCCCC1 (configuration not stated) ?
Tb PYK inh: -4%; HCMV antiviral: 12; AMA1-RON2 inh: 3%; LmPK inhibitor: 0%; AmpC inh detg: -16%; AmpC no deterg: -9%; HCV inhibitor: -1%

What do the screens show for `Cc1noc(C)c1S(=O)(=O)N1CCC(C(=O)O)CC1`?
Tb PYK inh: -14%; HCMV antiviral: 0; AMA1-RON2 inh: 3%; AmpC inh detg: 3%; AmpC no deterg: -12%; HCV inhibitor: 1%

How did CN1OC[C@@H]2CN(C(=O)c3cccc4ccccc34)[C@H](c3ccc(N4CCCCC4)cc3)C[C@@H]21 do in these assays?
Tb PYK inh: 6%; HCMV antiviral: -14; AMA1-RON2 inh: -22%

How did COC(=O)c1ccccc1-c1ccc(/C=C2\C(=O)N(c3ccccc3)N=C2c2ccccc2)o1 do in these assays?
Tb PYK inh: -5%; HCMV antiviral: -9; AMA1-RON2 inh: -19%; LmPK inhibitor: -8%; AmpC inh detg: -5%; AmpC no deterg: -19%; HCV inhibitor: 8%

What do the screens show for `O=C1C=C(c2ccc(Cl)nc2)C[C@@H](c2ccc3c(c2)OCO3)C1`?
Tb PYK inh: 2%; HCMV antiviral: 10; AMA1-RON2 inh: 1%; AmpC inh detg: -1%; AmpC no deterg: 6%; HCV inhibitor: inconclusive

How did COc1ccc(C)cc1NC(=O)COC(=O)c1c(C)nn(-c2ccccc2)c1C do in these assays?
Tb PYK inh: -2%; HCMV antiviral: -32; AMA1-RON2 inh: 9%; AmpC inh detg: -2%; AmpC no deterg: 34%; HCV inhibitor: 13µM*

How did CCOC(=O)N1CCN(C(=O)C2CCC(=O)N(CCCc3ccccc3)C2)CC1 (configuration not stated) do in these assays?
Tb PYK inh: 3%; HCMV antiviral: 25; AMA1-RON2 inh: 8%; LmPK inhibitor: -1%; AmpC inh detg: 5%; AmpC no deterg: 44%

How did CCOC(=O)CN1C(=O)N[C@H](c2ccc(Br)cc2)C(C(C)=O)=C1C do in these assays?
Tb PYK inh: -5%; HCMV antiviral: 6; AMA1-RON2 inh: 14%; LmPK inhibitor: 0%; AmpC inh detg: -2%; AmpC no deterg: -32%; HCV inhibitor: -18%[8.37 µM]

What do the screens show for `C[C@H](CO)N1C[C@H](C)[C@@H](CN(C)S(C)(=O)=O)Oc2ccc(NC(=O)Cn3cnnn3)cc2C1=O`?
Tb PYK inh: 5%; HCMV antiviral: -24; AMA1-RON2 inh: 0%; AmpC no deterg: -10%; HCV inhibitor: 22%

How did C=C(C)c1cccc(C(C)(C)NC(=O)N2CCCC(C)C2)c1 (configuration not stated) do in these assays?
Tb PYK inh: -8%; HCMV antiviral: -22; AMA1-RON2 inh: 1%; LmPK inhibitor: 3%; AmpC inh detg: -10%; AmpC no deterg: -1%; HCV inhibitor: -26%

How did Cc1ccc(-n2nc3c(=O)n(CC(=O)NCc4ccccc4Cl)nc(C)c3c2C)cc1 do in these assays?
Tb PYK inh: 3%; HCMV antiviral: 14; AMA1-RON2 inh: 10%; LmPK inhibitor: -6%; AmpC inh detg: 2%; AmpC no deterg: -16%; HCV inhibitor: 8%

What do the screens show for `Cc1cccc(OCc2nnc(SCC(=O)Nc3cccc(C(=O)N4CCOCC4)c3)n2C)c1C`?
Tb PYK inh: 0%; HCMV antiviral: 50; AMA1-RON2 inh: -7%; LmPK inhibitor: 2%; AmpC inh detg: inconclusive; AmpC no deterg: 103%[activator]; HCV inhibitor: inconclusive

Results for C#CCOCCOCCOCCNc1nc(N2CCN(C(=O)[C@H](CCCCN)n3cc(CN)nn3)CC2)nc(N2CCN(C(=O)[C@H](CC(N)=O)n3cc(C(N)[C@H](C)CC)nn3)CC2)n1 (some centres not stated) ?
Tb PYK inh: -2%; HCMV antiviral: 4; AMA1-RON2 inh: 4%; AmpC no deterg: 32%; HCV inhibitor: -3%

Results for COc1ccc(C(=O)Nc2nc(C)cc(C)n2)cc1 ?
Tb PYK inh: -2%; HCMV antiviral: 31; AMA1-RON2 inh: 2%; LmPK inhibitor: 5%; AmpC inh detg: 1%; AmpC no deterg: 19%; HCV inhibitor: -3%

In the list so far, 2 have a Cl atom:
What do the screens show for `O=C1C=C(c2ccc(Cl)nc2)C[C@@H](c2ccc3c(c2)OCO3)C1`?
Tb PYK inh: 2%; HCMV antiviral: 10; AMA1-RON2 inh: 1%; AmpC inh detg: -1%; AmpC no deterg: 6%; HCV inhibitor: inconclusive

How did Cc1ccc(-n2nc3c(=O)n(CC(=O)NCc4ccccc4Cl)nc(C)c3c2C)cc1 do in these assays?
Tb PYK inh: 3%; HCMV antiviral: 14; AMA1-RON2 inh: 10%; LmPK inhibitor: -6%; AmpC inh detg: 2%; AmpC no deterg: -16%; HCV inhibitor: 8%

Remaining list, next part
Results for CC1=NN(c2ccc(Cl)cc2)C(=O)/C1=C\c1cccn1-c1ccc(S(N)(=O)=O)cc1 ?
Tb PYK inh: -6%; HCMV antiviral: -8; AMA1-RON2 inh: inconclusive; LmPK inhibitor: 0%; AmpC inh detg: -7%; AmpC no deterg: -21%; HCV inhibitor: 5%

Results for Cc1nn(C)cc1CN(C)C(=O)c1cc(-c2ccccc2)nc2ccc(Br)cc12 ?
Tb PYK inh: 1%&4%; HCMV antiviral: 51&25; AMA1-RON2 inh: -10%; LmPK inhibitor: -10%; AmpC inh detg: -7%&18%; AmpC no deterg: 183%[activator]; HCV inhibitor: inconclusive

What do the screens show for `O=C(NNC(=S)Nc1ccc(F)cc1)C1[C@H]2CCCC[C@@H]12` (some centres not stated)?
Tb PYK inh: 1%; HCMV antiviral: 21; AMA1-RON2 inh: 105%[activator]; LmPK inhibitor: -12%; AmpC inh detg: 2%; AmpC no deterg: -30%; HCV inhibitor: 15%

Results for O=[N+]([O-])c1ccccc1CN1CCN(Cc2c[nH]c3ccccc23)CC1 ?
Tb PYK inh: 20%; HCMV antiviral: -28; AMA1-RON2 inh: 11%; LmPK inhibitor: 10%; AmpC inh detg: 2%; AmpC no deterg: -11%; HCV inhibitor: -16%

How did O=C(CSc1ccc2nnc(-c3ccccn3)n2n1)NCc1ccco1 do in these assays?
Tb PYK inh: -8%; HCMV antiviral: -14; AMA1-RON2 inh: 32%[activator]; LmPK inhibitor: 3%; AmpC inh detg: 1%; AmpC no deterg: -13%; HCV inhibitor: 5%

Results for Cc1ccc(S(=O)(=O)N2CCOCC2)cc1C(=O)OCc1nnc(-c2ccccc2)o1 ?
Tb PYK inh: 0%; HCMV antiviral: -2; AMA1-RON2 inh: -3%; AmpC inh detg: 0%; AmpC no deterg: -7%; HCV inhibitor: -3%

What do the screens show for `CCN(Cc1ccccc1)C(=O)COc1ccccc1`?
Tb PYK inh: -3%; HCMV antiviral: 63; AMA1-RON2 inh: inconclusive; LmPK inhibitor: -2%; AmpC inh detg: -11%; AmpC no deterg: 0%; HCV inhibitor: 27%

What do the screens show for `CCC(c1nnnn1Cc1ccco1)N(CCc1ccccc1)Cc1cc2cc(C)ccc2[nH]c1=O` (configuration not stated)?
Tb PYK inh: -1%; HCMV antiviral: -28; AMA1-RON2 inh: -2%; LmPK inhibitor: 4%; AmpC inh detg: inconclusive; AmpC no deterg: -11%; HCV inhibitor: inconclusive

Results for O=C(N/N=C/c1ccncc1)c1ccccc1[N+](=O)[O-] ?
Tb PYK inh: 0%; HCMV antiviral: 24; AMA1-RON2 inh: 19%; LmPK inhibitor: 0%; AmpC inh detg: inconclusive; AmpC no deterg: -24%; HCV inhibitor: 23%

Results for O=C(COC(=O)COc1ccc(Cl)cc1)NC1CCCC1 ?
Tb PYK inh: -6%; HCMV antiviral: 20; AMA1-RON2 inh: 11%; AmpC inh detg: 4%; AmpC no deterg: -8%; HCV inhibitor: 1%

Results for O=C(/C=C/C=C/c1ccccc1)CC1(O)C(=O)N(CCc2ccccc2)c2ccccc21 (configuration not stated) ?
Tb PYK inh: 0%; HCMV antiviral: -36; AMA1-RON2 inh: -18%; LmPK inhibitor: 4%; AmpC inh detg: -7%; AmpC no deterg: -15%; HCV inhibitor: inconclusive

Results for Oc1cccc(/C=N/Nc2ccc(Cl)nn2)c1O ?
Tb PYK inh: -3%; HCMV antiviral: -95*; AMA1-RON2 inh: -44%; LmPK inhibitor: 0%; AmpC inh detg: 1%; AmpC no deterg: -19%; HCV inhibitor: 2.5µM*

How did Cc1csc(SCC(=O)Nc2ccccc2C)n1 do in these assays?
Tb PYK inh: 2%; HCMV antiviral: -16; AMA1-RON2 inh: -12%; AmpC inh detg: -13%; AmpC no deterg: -9%; HCV inhibitor: 2%

Results for CC(C)(C)c1ccccc1NC(=O)c1cccnc1 ?
Tb PYK inh: 2%; HCMV antiviral: 8; AMA1-RON2 inh: -5%; LmPK inhibitor: 0%; AmpC inh detg: inconclusive; AmpC no deterg: 3%; HCV inhibitor: -2%

What do the screens show for `C=CCn1c(SC(C)C(N)=O)nc2sc(CC)cc2c1=O` (configuration not stated)?
Tb PYK inh: -10%; HCMV antiviral: 26; AMA1-RON2 inh: 2%; LmPK inhibitor: -3%; AmpC inh detg: -15%; AmpC no deterg: -13%; HCV inhibitor: -5%

Results for COc1ccccc1NC(=O)c1cc(C(=O)Nc2ccccc2OC)cc([N+](=O)[O-])c1 ?
Tb PYK inh: 1%; HCMV antiviral: 3; AMA1-RON2 inh: 23%; LmPK inhibitor: -1%; AmpC inh detg: -11%; AmpC no deterg: -15%; HCV inhibitor: 13%

How did C=CCc1ccccc1OCC(O)CNC(C)C (configuration not stated) do in these assays?
Tb PYK inh: -3%&-1%; HCMV antiviral: -9; AMA1-RON2 inh: 10%; LmPK inhibitor: -2%; AmpC inh detg: -8%; AmpC no deterg: -8%; HCV inhibitor: inconclusive

Results for CC1(NC(=O)Cc2csc(-c3cccc(Cl)c3)n2)CCS(=O)(=O)C1 (configuration not stated) ?
Tb PYK inh: 0%; HCMV antiviral: 12; AMA1-RON2 inh: -4%; AmpC inh detg: 3%; AmpC no deterg: -6%; HCV inhibitor: -5%
